NPC1 prom act – activates the NPC1 promoter; Huh7 NPC1 promoter luciferase reporter, 24 h; Potency, µM (top dose mostly 9.22 µM), for inactives: at the top dose activation, actives largely listed as activators; actives 2.4% (n = 320,000);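 note: potency is the fitted concentration of half-maximal effect; % of control where 0% means no effect; nearly all actives have a fitted effect of over 60% in size; reporter is driven by a mutant NPC1 promoter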
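Huh7 cells stably carrying NPC1 promoter–luciferase, plated in Opti-MEM with 10% FBS for 2 h, were exposed to compound in DMSO for 24 h at 37 °C; luciferase reagent was added for 10 min and luminescence read.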
Giardia kill – kills Giardia lamblia | Giardia lamblia trophozoite viability | activity change, % at 7.66 µM, hits read low | actives 0.15% (n = 340,000) | AID 540267; in the data active = activity change below about -80%; inconclusive = between about -30% and that limit;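 note: parasites exposed to compound for two days anaerobically before the ATP read; % is set by controls: 0 for no effect and ±100 for the full control effect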
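Giardia trophozoites, 100 cells per well, were exposed to compounds for 48 hrs at 37 deg C under anaerobic conditions; viability was then read as ATP content by bioluminescence after 15-30 min at room temperature.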
Rab9 prom act – activators of Rab9 promoter. Huh7 Rab9 promoter-luciferase reporter, luminescence, 24 h. Potency, µM (series often up to 9.22 µM), for inactives: top-dose activation, negative = inhibition, usual class: activators. actives 2.8% (n = 320,000); note: potency is the fitted concentration of half-maximal effect; % of control where 0% means no effect; nearly all actives have a fitted effect of over 60% in size
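Measured in stably transfected Huh7 cells bearing a Rab9 promoter–luciferase construct: 24 h compound treatment at 37 °C, followed by luminescence detection.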
ELG1 genotoxic – genotoxicity induction in ELG1-luciferase HEK293T cells; HEK293T ELG1-luciferase reporter, luminescence, 16 h; Potency, µM (top dose mostly 46 µM), without a hit: at the top dose activity change, positive = activation, actives largely listed as activators; actives 1.3% (n = 330,000); AID 504466; note: potency is the fitted concentration of half-maximal effect; % of control where 0% means no effect; nearly all actives have a fitted effect of over 60% in size
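After overnight (16 hr) compound treatment at 37 °C, ELG1-luciferase HEK293T cells were lysed with ONE-Glo; luminescence quantified 30 min later at room temperature.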
RORg inh – ROR gamma (mouse) transcription inhibition | actives 5.4% (n = 310,000) | Potency, µM (titrated, usually from 53.6 µM), for the others: top-dose activity change, negative = inhibition, actives largely listed as inhibitors | P51450 | Drosophila S2 Gal4-RORgamma UAS-luciferase reporter, 20 h | AID 2551; note: potency is the fitted concentration of half-maximal effect; % is set by controls: 0 for no effect and ±100 for the full control effect; nearly all actives have a fitted effect of over 60% in size
Target sequence (P51450 whole entry, looked up, the tested form may be a part): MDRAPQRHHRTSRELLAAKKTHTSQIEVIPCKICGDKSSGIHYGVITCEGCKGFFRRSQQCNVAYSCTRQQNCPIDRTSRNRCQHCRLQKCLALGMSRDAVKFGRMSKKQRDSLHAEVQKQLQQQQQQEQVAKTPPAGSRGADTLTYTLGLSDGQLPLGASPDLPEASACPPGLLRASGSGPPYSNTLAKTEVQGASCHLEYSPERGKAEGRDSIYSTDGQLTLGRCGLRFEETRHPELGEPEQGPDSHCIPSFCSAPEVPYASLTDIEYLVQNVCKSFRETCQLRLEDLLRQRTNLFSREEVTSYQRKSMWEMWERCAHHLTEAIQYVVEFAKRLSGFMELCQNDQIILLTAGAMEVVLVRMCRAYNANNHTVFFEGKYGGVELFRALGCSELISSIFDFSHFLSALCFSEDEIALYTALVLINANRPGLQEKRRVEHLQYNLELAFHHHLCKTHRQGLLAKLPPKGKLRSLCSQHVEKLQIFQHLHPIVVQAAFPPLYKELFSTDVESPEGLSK
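Stable Schneider cell line, Gal4 DNA-binding domain fused to ROR gamma, UAS-luciferase. Cmpd 1 hr RT → CuSO4 700 uM final → 20 hr RT → luciferase reagent 10 min → luminescence.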
uPA generation – inhibitors of cell surface uPA generation. cell surface uPA generation assay, qHTS. Potency, µM (top dose mostly 38.3 µM), without a hit: top-dose activity change, negative = inhibition, usual class: inhibitors. actives 0.31% (n = 330,000). AID 540303; active = well fitted inhibition curve with a large enough effect; inconclusive = small, poorly fitted or top-dose-only effect; inactive = no such curve, though single readings can be large or run the other way; tested in mouse RAW 264.7 cells; note: potency is the fitted concentration of half-maximal effect; % is set by controls: 0 for no effect and ±100 for the full control effect; nearly all actives have a fitted effect of over 55% in size
KCNH2 3.1 block – blocks the human KCNH2 3.1 channel isoform; U2OS KCNH2 3.1, thallium flux FluxOr; active compounds read low; activity change, % (tested at about 1.8 µM); actives 0.95% (n = 340,000); AID 720553;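 active = maximum activity change below -70%; inconclusive = maximum activity change from -70% to -50%; inactive = maximum activity change above -50%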;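 note: thallium influx rate constant from kinetic fluorescence after stimulation buffer; % is set by controls: 0 for no effect and ±100 for the full control effect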
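Virally transduced U2OS (3.1 isoform, 4 h infection in dark at RT) → overnight 37 C → FluxOr + Red40 in HBSS/HEPES, 45 min → stimulation buffer, 2 min kinetic read → rate constant vs DMSO controls.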
FLuc counter – inhibits or activates purified firefly luciferase, miR-21 counter-screen. P08659. purified FLuc, Km substrates, luminescence inhibition. Potency, µM (titrated, usually from 57.5 µM), without a hit: at the top dose activity change, negative = inhibition, hits mostly inhibitors. actives 6.9% (n = 360,000);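 note: potency is the fitted concentration of half-maximal effect; plate controls were vehicle for no effect and reference inhibitor for full effect; nearly all actives have a fitted effect of over 55% in size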
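Purified P. pyralis luciferase (10nM final) with 10uM D-luciferin and 10uM ATP (Km levels) in 50mM Tris acetate pH 7.5, 10mM Mg acetate, 0.01% Tween-20, 0.05% BSA; qHTS 6-point titration, ~60 µM downward; luminescence read.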
Tb PFK inh – inhibitors of T. brucei phosphofructokinase. O15648. T. brucei PFK, ADP-Glo luminescence. Potency, µM (series often up to 57.5 µM), for the others: top-dose activity, negative = inhibition, most hits filed as inhibitors. actives 0.17% (n = 330,000). AID 485367;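 note: potency is the fitted concentration of half-maximal effect; 0% = uninhibited 1x PFK enzyme wells and -100% = no-enzyme wells; nearly all actives have a fitted effect of over 60% in size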
Target sequence (O15648 whole entry, looked up): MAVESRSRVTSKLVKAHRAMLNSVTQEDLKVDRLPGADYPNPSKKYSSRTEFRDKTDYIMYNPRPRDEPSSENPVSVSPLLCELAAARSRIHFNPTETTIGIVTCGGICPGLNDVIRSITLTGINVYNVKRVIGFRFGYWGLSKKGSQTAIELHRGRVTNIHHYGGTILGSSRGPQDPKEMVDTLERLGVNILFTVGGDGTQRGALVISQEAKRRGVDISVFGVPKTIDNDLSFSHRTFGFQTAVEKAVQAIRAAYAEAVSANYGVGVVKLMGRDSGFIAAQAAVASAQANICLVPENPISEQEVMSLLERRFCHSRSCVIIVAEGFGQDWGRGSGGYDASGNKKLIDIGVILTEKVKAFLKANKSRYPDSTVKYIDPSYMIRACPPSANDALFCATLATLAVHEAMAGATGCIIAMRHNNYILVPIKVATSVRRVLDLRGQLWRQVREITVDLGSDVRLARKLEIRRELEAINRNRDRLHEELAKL
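PFK 1.25 nM, F6P 0.5 mM, ATP 0.1 mM, 0.1 M TEA pH 8.0, 5 mM MgCl2, 0.01% Tween20, 0.1% BSA; 45 min RT. ADP-Glo readout. qHTS titration up to 57 uM; curves fitted, compounds curve-classed.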
Coupling enz – coupling enzyme interference in Giardia aldolase counter-screen | AID 2472 | activity change, negative = inhibition, % at 58.2 µM, hits read low | coupling enzyme system counterscreen, AmpLite Red fluorescence | actives 0.67% (n = 290,000); in the data active = activity change below about -30%; note: % is set by controls: 0 for no effect and ±100 for the full control effect
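Coupling enzymes only (glyceraldehyde-3-phosphate) + compound, at 57.5 uM final, 10 min RT; add substrate/coupling/AmpLite Red mix, 20 min RT; fluorescence ex 525/em 598 nm. Actives flag coupling-system interference.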
VP16 counter – counter-screen for ROR gamma inhibitors: Gal4-VP16 reporter. Drosophila S2 Gal4-VP16 UAS-luciferase, luminescence, 20 h. Potency, µM (top dose mostly 53.6 µM), for inactives: top-dose activity, negative = inhibition, hits mostly inhibitors. actives 3.5% (n = 310,000);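 note: Gal4-VP16 expression switched on by copper sulfate through the metallothionein promoter; potency is the fitted concentration of half-maximal effect; % is set by controls: 0 for no effect and ±100 for the full control effect; nearly all actives have a fitted effect of over 50% in size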
Numbers without * were called inactive; & = joins results of further samples. Unless noted, calls come from the whole dose curve; as a rule, active = well fitted curve in the direction sought with a large enough effect; inconclusive = small, poorly fitted or top-dose-only effect, or another doubt; inactive = no such curve, though single readings can be large; an effect the other way counts as inactive or inconclusive.

How did CCCCc1c(O)nc(SCC(=O)O)[nH]c1=O do in these assays?
NPC1 prom act: -1.6%; Giardia kill: -28.5; Rab9 prom act: -5.9%; ELG1 genotoxic: 2.7%; RORg inh: -7.8%; uPA generation: 4.6%; KCNH2 3.1 block: -2.5; FLuc counter: -13.3%; Tb PFK inh: -1.6%; Coupling enz: 1.1; VP16 counter: 2.6%

Results for OC(COc1ccc2cc(Br)ccc2c1)CN1CCCC1 (stereo not given) ?
NPC1 prom act: 10.2%; Giardia kill: 8.7; Rab9 prom act: 13.6%; ELG1 genotoxic: inconclusive; RORg inh: 13.6%; KCNH2 3.1 block: inconclusive; FLuc counter: 12µM*; Tb PFK inh: -3.1%; Coupling enz: -0.8; VP16 counter: inconclusive

What do the screens show for `O=C(CSc1nnc(NC(=O)C2CC2)s1)Nc1ccccc1Cl`?
NPC1 prom act: -2.4%; Giardia kill: 4.8; Rab9 prom act: -0.4%; ELG1 genotoxic: 6.1%; RORg inh: -10.6%; uPA generation: -3.6%; KCNH2 3.1 block: -1.7; FLuc counter: -1.7%; Tb PFK inh: 0.2%; Coupling enz: 0.1; VP16 counter: 2.0%

Results for Cc1ccc(S[C@@H](CCN2CC[C@H](NC(=O)OCc3ccccc3)CCC2=O)c2ccccc2)cc1 ?
NPC1 prom act: -1.6%; Giardia kill: -16.3; Rab9 prom act: 0.6%; ELG1 genotoxic: -4.5%; RORg inh: 34.9%; uPA generation: -2.2%; KCNH2 3.1 block: -4.9; FLuc counter: -1.4%; Tb PFK inh: -6.0%; Coupling enz: 0.2; VP16 counter: 2.6%

How did COc1ccc(NC(=O)COc2ccc(/C=N/n3c(C)nnc3C)cc2OC)cc1 do in these assays?
NPC1 prom act: -1.6%; Giardia kill: -27.0; Rab9 prom act: 2.7%; ELG1 genotoxic: inconclusive; RORg inh: -40.0%; uPA generation: -4.1%; KCNH2 3.1 block: 6.1; FLuc counter: inconclusive; Tb PFK inh: 0.7%; Coupling enz: 3.5; VP16 counter: inconclusive

Results for O=C(Nc1ccccn1)c1ccc2c(=O)n3c(nc2c1)CCCCC3 ?
NPC1 prom act: 1µM*; Giardia kill: -18.3; Rab9 prom act: 0.562µM*; ELG1 genotoxic: inconclusive; uPA generation: inconclusive; KCNH2 3.1 block: -1.1; FLuc counter: 4.78µM*; Tb PFK inh: -2.3%

What do the screens show for `O=C(CCN1CCN(C/C=C/c2ccccc2)CC1)Nc1ccc(Cl)cc1`?
NPC1 prom act: -2.6%; Giardia kill: -5.7; Rab9 prom act: -6.1%; ELG1 genotoxic: -0.9%; RORg inh: 7.8%; uPA generation: -3.1%; KCNH2 3.1 block: -99.0*; FLuc counter: 2.9%; Tb PFK inh: -0.2%; Coupling enz: 3.1; VP16 counter: 2.5%

Results for CCN(C(=O)CCc1nc(-c2ccccc2F)no1)c1cc(OC)ccc1OC ?
NPC1 prom act: -0.7%; Giardia kill: -16.3; Rab9 prom act: -1.7%; ELG1 genotoxic: -6.4%; RORg inh: -39.7%; uPA generation: 6.8%; FLuc counter: -0.8%; Tb PFK inh: -6.0%; Coupling enz: 0.1; VP16 counter: -0.9%

How did Cc1ccc(NS(=O)(=O)c2cc(C(=O)Nc3cccc([N+](=O)[O-])c3)ccc2C)cc1 do in these assays?
NPC1 prom act: -5.4%; Giardia kill: -23.6; Rab9 prom act: -3.0%; ELG1 genotoxic: -6.8%; RORg inh: inconclusive; uPA generation: -24.9%; KCNH2 3.1 block: -21.4; FLuc counter: 6.4%; Tb PFK inh: -0.3%; Coupling enz: -7.9; VP16 counter: inconclusive

Results for Cc1ccc(-c2nn3c(C)nnc3c3ccccc23)cc1S(=O)(=O)N(C)CCO ?
NPC1 prom act: -3.0%; Giardia kill: 21.7; Rab9 prom act: -1.1%; ELG1 genotoxic: 18.4µM*; RORg inh: inconclusive; uPA generation: -0.9%; KCNH2 3.1 block: 3.7; FLuc counter: 1.0%; Tb PFK inh: 5.3%; Coupling enz: 5.0; VP16 counter: -5.8%

Results for O=C(CCc1nnc(Cc2c[nH]c3ccccc23)o1)NC(C1CC1)C1CC1 ?
NPC1 prom act: -0.4%; Giardia kill: -20.9; Rab9 prom act: 0.0%; ELG1 genotoxic: 0.6%; RORg inh: 4.4%; uPA generation: 9.3%; KCNH2 3.1 block: -0.8; FLuc counter: -1.4%; Tb PFK inh: -0.3%; Coupling enz: 1.8; VP16 counter: -23.8%

What do the screens show for `Cc1ccn2c(c1)nc(=S)n2C(=O)c1ccccc1`?
NPC1 prom act: 0.398µM*; Giardia kill: -24.7; Rab9 prom act: 0.251µM*; ELG1 genotoxic: inconclusive; RORg inh: 3.98µM*; uPA generation: -7.4%; KCNH2 3.1 block: 5.3; FLuc counter: 0.135µM*; Tb PFK inh: -0.6%; Coupling enz: -2.0; VP16 counter: 2.51µM*

How did NNC(=O)c1sccc1OCc1cccc(C(F)(F)F)c1 do in these assays?
NPC1 prom act: -5.0%; Giardia kill: -9.1; Rab9 prom act: 0.6%; ELG1 genotoxic: -4.2%; RORg inh: -10.1%; uPA generation: -2.1%; KCNH2 3.1 block: -6.6; FLuc counter: -9.8%; Tb PFK inh: -6.6%; Coupling enz: -4.0; VP16 counter: -4.4%

What do the screens show for `COC(=O)c1c(C)oc(C)c1S(=O)(=O)NCc1ccco1`?
NPC1 prom act: 1.6%; Giardia kill: 2.1; Rab9 prom act: 0.3%; ELG1 genotoxic: 0.4%; RORg inh: 2.6%; uPA generation: inconclusive; KCNH2 3.1 block: 17.1; FLuc counter: 1.6%; Tb PFK inh: -5.2%; Coupling enz: -1.2; VP16 counter: -14.4%

Results for COc1ccc(-c2cn3cc(C)ccc3n2)cc1OC ?
NPC1 prom act: 1µM*; Giardia kill: inconclusive; Rab9 prom act: 0.631µM*; ELG1 genotoxic: 1.03µM*; RORg inh: 11.2µM*; uPA generation: -9.3%; KCNH2 3.1 block: -23.0; FLuc counter: 0.849µM*; Tb PFK inh: 1.5%; Coupling enz: -10.6; VP16 counter: inconclusive

Results for O=C(CSc1nc(N2CCOCC2)nc(N2CCOCC2)n1)Nc1cccc(C(F)(F)F)c1 ?
NPC1 prom act: 1.4%; Giardia kill: 14.5; Rab9 prom act: -3.4%; ELG1 genotoxic: 0.4%; RORg inh: -2.7%; uPA generation: 2.0%; FLuc counter: 3.7%; Tb PFK inh: -4.1%; Coupling enz: 2.8; VP16 counter: 0.7%

How did CSc1cccc(NC(=O)CSc2nc3ccccc3o2)c1 do in these assays?
NPC1 prom act: 10.5%; Giardia kill: 1.4; Rab9 prom act: 6.2%; ELG1 genotoxic: inconclusive; RORg inh: -5.8%; uPA generation: -10.4%; KCNH2 3.1 block: -0.5; FLuc counter: inconclusive; Tb PFK inh: 2.1%; Coupling enz: -6.5; VP16 counter: 7.3%

How did COc1ccc(S(=O)(=O)N2CC(C(=O)O)Oc3ccccc32)cc1 (stereo not given) do in these assays?
NPC1 prom act: 9.6%; Giardia kill: 5.1; Rab9 prom act: -3.5%; ELG1 genotoxic: -3.6%; RORg inh: 0.0%; uPA generation: 5.1%; KCNH2 3.1 block: 0.7; FLuc counter: -2.8%; Tb PFK inh: -4.4%; Coupling enz: 0.0; VP16 counter: 0.5%

Results for Cc1ccc(NC(=S)NC(=O)C2CCC2)cc1C ?
NPC1 prom act: 1.41µM*; Giardia kill: 22.8; Rab9 prom act: 3.98µM*; ELG1 genotoxic: inconclusive; RORg inh: 2.24µM*; uPA generation: 0.4%; KCNH2 3.1 block: 1.3; FLuc counter: 9.53µM*; Tb PFK inh: 2.6%; Coupling enz: -0.4; VP16 counter: 2.82µM*

What do the screens show for `Cc1nc2ccccc2c2ncccc12`?
NPC1 prom act: 0.2%; Giardia kill: 21.3; Rab9 prom act: -1.7%; ELG1 genotoxic: 0.7%; RORg inh: -8.8%; uPA generation: -10.8%; KCNH2 3.1 block: -4.9; FLuc counter: -10.7%; Tb PFK inh: -8.0%; Coupling enz: 0.4; VP16 counter: -4.3%

Results for COc1ccc(CNC(=O)[C@H](C)[C@@H]2C[C@@]2(C)[C@@H](NC(=O)OCc2ccccc2)c2ccccc2)cc1OC ?
NPC1 prom act: -1.6%; Giardia kill: 19.2; Rab9 prom act: -0.8%; ELG1 genotoxic: -4.1%; RORg inh: inconclusive; uPA generation: -0.2%; KCNH2 3.1 block: -13.7; FLuc counter: -2.0%; Tb PFK inh: 3.1%; Coupling enz: -2.9&3.2; VP16 counter: 9.0%&18.4%

What do the screens show for `COc1cc(NC(=O)C(Cc2ccccc2)n2cccc2)cc(OC)c1` (stereo not given)?
NPC1 prom act: -0.5%; Giardia kill: 27.3; Rab9 prom act: 2.0%; ELG1 genotoxic: -6.1%; RORg inh: -1.9%; uPA generation: 2.2%; KCNH2 3.1 block: -3.6; FLuc counter: -15.4%; Tb PFK inh: 2.8%; Coupling enz: -5.9; VP16 counter: 15.6%

How did NS(=O)(=O)c1cccc(NC(=O)CSc2nc3ccccc3c(=O)n2CCCN2CCOCC2)c1 do in these assays?
NPC1 prom act: -2.2%; Giardia kill: 20.7; Rab9 prom act: -4.0%; ELG1 genotoxic: 2.4%; RORg inh: 31.9%; uPA generation: -0.5%; KCNH2 3.1 block: 5.1; FLuc counter: -5.9%; Tb PFK inh: 1.0%; Coupling enz: 4.1; VP16 counter: -12.8%
